Neddyl block: blocks human cullin neddylation. calls only at 25 µM. P61081+Q13564. TR-FRET cullin neddylation, biochemical. 360,000 compounds, 0.58% hits; in the data active = inhibition above about 36%
PABP1 MLLE inh: blocks PAM2 peptide binding to the PABP1 MLLE domain. P11940. GST-MLLE / FITC-PAM2 fluorescence polarization. inhibition, % at 20 µM. 360,000 compounds, 0.36% hits; in the data active = inhibition above about 35%, passing the limit was not always enough;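 note: plate controls were DMSO wells with GST-MLLE for no effect and wells lacking GST-MLLE protein for full effect; some results filed as inactive read as strong as hits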
MT1-MMP act inh: MT1-MMP (human) activation inhibition; 360,000 compounds, 0.061% hits; HT1080 RFP-PRO-GFP cells, GFP/RFP ratio fluorescence, overnight; percent of plate control window, DMSO zero; GFP/RFP ratio change, % at 20 µM;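 active = GFP/RFP ratio change of at least 30% with cell ATP level not reduced by more than half and red fluorescence within 50% of control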; note: strong numbers were not always called active
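Test system: HT1080 cells expressing an RFP-PRO-GFP fluorescent reporter construct / Compound dosing: single-point 20 µM compound, 1% DMSO / Schedule: cells overnight before dosing, compound overnight, 37 °C, 5% CO2 / Evaluation: GFP/RFP fluorescence ratio / Control set: DMSO and RFP-L50D-GFP cell wells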
FAS TE block: inhibitors of human fatty acid synthase thioesterase domain; inhibition, % at 15 µM; recombinant FAS-TE, OMFH fluorogenic substrate, fluorescence endpoint; 360,000 compounds, 0.67% hits; AID 602261; P49327;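 active = compounds whose normalised, plate-corrected inhibition of enzyme fluorescence in the single-dose primary screen is 50% or more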;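 note: 0% = DMSO with enzyme and 100% = substrate without enzyme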
Rin1 Abl inh: inhibitors of human Rin1-Abl protein interaction | P00519+Q13671 | TR-FRET Rin1/Abl binding, biochemical | inhibition, % at 7.35 µM | 360,000 compounds, 0.4% hits; in the data active = inhibition above about 5%, passing the limit was not always enough
eLon inh: E. coli protease La inhibition | purified E. coli Lon protease, fluorescence polarization | inhibition, % at 7.94 µM | 360,000 compounds, 0.42% hits | AID 602123; in the data active = inhibition above about 13%, passing the limit was not always enough;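 note: 0% = enzyme with probe and DMSO and 100% = no enzyme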
CendR NRP1 mod: NRP-1/CendR interaction modulation; O14786; FAM-RPARPAR peptide binding to NRP-1, fluorescence polarization; inhibition, % at 25 µM; 360,000 compounds, 0.85% hits; AID 602438;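 active = inhibition or corrected inhibition above about 18%, plus a signal ratio from 0.5 to 1.5, limit read from the data, passing the limit was not always enough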; note: strong numbers were not always called active
SKN-1 inh: C. elegans SKN-1 inhibition. 360,000 compounds, 0.49% hits. C. elegans VP596 Pgst-4::GFP/RFP ratio, acrylamide-induced, 24 h. inhibition, % at 21.8 µM;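 active = interference check ratio from 0.5 to 1.5 plus GFP to RFP signal ratio inhibition reaching or exceeding a fixed threshold, cut at about 30% in these data, passing the limit was not always enough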; note: some compounds called inactive have numbers as strong as hits
MsrA act: activators of bovine methionine sulfoxide reductase A | purified bovine MsrA, absorbance read-out | 360,000 compounds, 0.3% hits | AID 602163 | activation, % at 10.6 µM; in the data active = activation above about 7.5%;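 note: 0% = vehicle and 100% = reference activator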
* = called active by the depositor; i = inactive; . = no result given.

SMILES	Neddyl block	PABP1 MLLE inh	MT1-MMP act inh	FAS TE block	Rin1 Abl inh	eLon inh	CendR NRP1 mod	SKN-1 inh	MsrA act
CCCNCC(=O)Nc1cccc(S(=O)(=O)NC2=NCCCCC2)c1	i	6	0	-5	2	8	11	-2	0
COc1ccccc1CN1C(=O)c2ccccc2C1C(=O)NC1CCC(C)CC1 (centres undefined)	i	0	-1	3	-3	-2	5	-2	-1
CN(CC(=O)Nc1cc(S(=O)(=O)N2CCCC2)ccc1Cl)Cc1nc2ccccc2c(=O)[nH]1	i	20	4	0	2	3	6	3	-3
COc1ccc(OC)c(C(O)c2nc3ccccc3n2C)c1 (centres undefined)	i	4	4	-5	0	1	10	9	-1
COCCOC(=O)C1=C(C)NC(=S)NC1/C=C/c1ccccc1 (centres undefined)	i	-121	-2	-9	-1	-8	-6	5	-1
CSc1ncc(C(=O)Nc2ccccc2)cn1	i	2	1	-7	3	-6	-2	18	-3
O=C(O)c1cc(NC(=O)c2cccc(C(=O)Nc3cc(C(=O)O)cc(C(=O)O)c3)c2)cc(C(=O)O)c1	i	8	2	-7	-6	3	-78	8	-3
O=C(c1ccc(Cl)cc1)C1CCCN(C(=O)/C=C/c2ccccn2)C1 (centres undefined)	i	9	0	0	-6	-5	-24	-17	0
Cc1cc(N=Nc2ccccc2)c(NCC(O)C(O)C(O)CO)cc1C (centres undefined)	i	-5	22	5	-8	0	-19	13	-4
O=C1CCCN1CN(C(=O)c1ccccc1)c1ccccc1	i	8	6	-3	3	-19	3	1	-14
CCc1ccccc1NC(=O)c1ccc(S(=O)(=O)N2CCCC2)cc1	i	1	1	-2	0	4	7	-14	-7
O=C(NN1CCOCC1)c1cccc(COc2cccc(Br)c2)c1	i	13	0	-2	7	2	10	1	-4
O=C(O)Cn1c(=S)sc2ccccc21	i	11	-1	-5	4	-5	-3	-6	-6
O=C(Cn1c(N2CCN(c3ccccc3)CC2)nc2ccccc21)c1ccccc1	i	-5	-14	19	0	-1	14	-7	-4
Cc1ccccc1NC(=O)c1ccc(NC(=O)C2CCCO2)cc1 (centres undefined)	i	12	4	-4	1	-2	9	-7	3
O=[N+]([O-])c1ccc(Sc2cccc[n+]2[O-])c2nonc12	i	-1	-130	-49	-3	-34	34*	35	0
CC(=O)c1ccc(S(=O)(=O)N2CCC3(CC2)OCCO3)cc1	i	7	0	-4	0	4	3	18	6
COc1ccc(CCNC(=O)c2ccc(NS(=O)(=O)c3c(C)noc3C)cc2)cc1OC	i	-14	3	-14	0	-8	10	3	-4
CC(C)CCn1c(N2CCOCC2)nc2c1c(=O)n(CC(N)=O)c(=O)n2C	i	-9	2	-5	-5	4	-1	-14	-2
COc1ccc(S(=O)(=O)N2CCCC2C(=O)Nc2nccs2)cc1 (centres undefined)	i	-15	-2	-7	2	-4	1	-10	-7
CC1(C(=O)NCc2ccccc2)CSCC(=O)N1C1CCN(Cc2ccccc2)CC1 (centres undefined)	i	.	6	.	.	.	-5	2	.
CN(CC(=O)Nc1ccc(N2CCOCC2)cc1)C(=O)C12CC3CC(CC(C3)C1)C2	i	16	2	-2	2	3	8	-5	-6
CC(C)[C@H](NC(=O)c1ccco1)C(=O)OCC(=O)Nc1ccc(F)cc1	i	-6	0	-10	3	1	8	-1	-8
Cn1c(NNC(=O)C(c2ccccc2)c2ccccc2)cc(=O)n(C)c1=O	i	3	7	0	2	9	5	2	3
CC1Cc2nc(SCC(=O)N3CCOCC3)n(-c3ccccc3)c(=O)c2S1 (centres undefined)	i	11	1	-3	0	-7	-12	23	-3
O=C(NCc1ccc(F)cc1)Nc1ccccc1	i	15	-1	-2	2	-9	4	-12	-4
N=c1c(C(=O)NCC2CCCO2)cc2c(=O)n3ccccc3nc2n1Cc1ccccc1Cl (centres undefined)	.	-10	-5	1	-1	10	-2	12	-2
O=C(NC(=S)Nc1cccc(Cl)c1N1CCCCC1)c1cccs1	i	29	3	27	3	6	-3	1	-11
Cc1ccc([N+](=O)[O-])cc1S(=O)(=O)Nc1ccc(N2CCOCC2)cc1	i	-5	3	4	1	-6	4	2	-2
CC1CCN(C(=O)C2CCN(C(=O)c3cc4sccc4n3Cc3ccc(F)cc3)CC2)CC1	i	2	3	12	-1	3	-4	-7	-7
c1cn2cc(-c3ccc4c(c3)OCO4)nc2s1	i	-3	8	0	-7	-12	-15	6	0
Cc1cc([N+](=O)[O-])c(N2CCC[C@@H]2C(=O)O)c([N+](=O)[O-])c1	i	11	-3	-9	-2	-7	13	22	-5
Cc1ccc(NC(=O)c2cc(-n3cnnc3)ccc2Cl)cc1	i	-2	0	1	-2	4	-1	-18	-12
Cc1ccc(S(=O)(=O)Nc2ccccc2N2CCCCC2)cc1	i	3	-4	38	-1	3	2	-5	-2
O=C(Cn1nc(Cc2cccnc2)c2ccccc2c1=O)NCCCN1CCCC1=O	i	18	0	-8	0	-7	-25	1	0
COC(=O)CN1C(=O)c2cccc3cccc1c23	i	12	-3	-6	-2	2	-10	1	-2
O=C(OCC(=O)c1ccc[nH]1)c1ccc2ccccc2n1	i	2	-2	-4	3	2	2	4	-3
O=C(COc1ccc(C(=S)N2CCOCC2)cc1)N1CCOCC1	i	20	-1	-7	-2	-2	11	-17	-2
Cn1c(=N)n(CC(O)c2ccco2)c2ccccc21 (centres undefined)	i	14	-8	-5	-1	0	14	12	-4
O=C(Nc1nccs1)C1CCCN(S(=O)(=O)c2cccc3cccnc23)C1 (centres undefined)	i	1	-2	-1	1	-1	9	4	1
Cc1ccc(C)c(NC(=S)N2CCC(NC(=O)c3ccc(F)cc3)CC2)c1	i	-85	2	-2	3	-4	4	-5	-2
COc1ccc(CNC(=O)CSc2nc3ccc(N)cc3s2)cc1	i	20	-3	-5	1	16	-10	-1	-2
CCCCNc1nc2sc3c(c2c(=O)n1-c1cccc(Cl)c1)CCN(C)C3	.	-65	-12	-6	0	-37	-65	6	-8
Cc1ccc(/C=N/NC(=O)c2c(C)nc3ccc(Br)cn23)cc1	i	-5	9	2	-1	-10	-3	-6	-1
CCN(C(=O)COC(=O)CCCc1c[nH]c2ccccc12)c1c(N)n(Cc2ccccc2)c(=O)[nH]c1=O	i	-1	0	-3	1	-14	-2	0	-1

CendR NRP1 mod, what is marked active above
smiles | Neddyl block | PABP1 MLLE inh | MT1-MMP act inh | Rin1 Abl inh | eLon inh | CendR NRP1 mod | SKN-1 inh | MsrA act
O=[N+]([O-])c1ccc(Sc2cccc[n+]2[O-])c2nonc12 | i | -1 | -130 | -3 | -34 | 34* | 35 | 0

The results go on:
SMILES	Neddyl block	PABP1 MLLE inh	MT1-MMP act inh	FAS TE block	Rin1 Abl inh	eLon inh	CendR NRP1 mod	SKN-1 inh	MsrA act
COc1ccc([C@H]2C[C@H](n3cc(COC(=O)c4ccccc4)nn3)[C@@H](O)CN2C(=O)c2cccs2)cc1	i	1	-3	-2	-1	-9	-1	-19	-3
Nc1c(-c2ccccc2)nc(Cl)nc1-c1ccccc1	.	10	0	0	5	-12	-4	-16	-8
COc1ccc(O)c(C(=O)c2cnn(C(=O)c3ccc(C)cc3)c2)c1	i	-3	-6	-3	2	-1	-8	-3	-3
O=C(O)CCCn1nc(C(F)(F)F)c2c1CCCCC2	i	3	0	-3	1	1	-11	9	-1
CCOc1ccc(NC(=O)C2CSC(c3ccncc3)=N2)cc1 (centres undefined)	i	-2	-3	-8	1	-7	3	0	0
COc1ccc2c(c1)C=C([C@@H]1C[C@H]3CN(c4ccccc4)C(=O)[C@]34CCCN14)CO2	i	0	-3	2	4	0	-2	14	-8
COc1ccccc1N(CC(=O)N/N=C/c1ccc(C(=O)O)cc1)S(=O)(=O)c1ccc(C)cc1	i	4	4	2	-2	-1	9	4	-3
CCOC(=O)C(=O)Nc1cc(C(=O)OC)cc(C(=O)OC)c1	i	21	-2	-5	3	-7	1	4	-4
CS(=O)(=O)Nc1cccc2cccnc12	i	-10	6	-2	-2	10	5	26	0
COC(=O)c1ccc(OCC2c3cc(OC)c(OC)cc3CCN2C(=O)c2ccco2)cc1 (centres undefined)	i	-16	-14	16	4	-5	10	10	-2
Cc1cccc(NCc2cccc3ccccc23)n1	i	5	2	14	-2	-3	-3	14	-1
CCCC1(C(=O)OC)NC(c2cc(OC)c(OC)c(OC)c2)C2C(=O)N(CC)C(=O)C21 (centres undefined)	i	6	1	-6	-1	-9	-2	9	-1
COc1ccc(-c2noc(-c3cc(C)cc(C)c3)n2)cc1OC	i	-6	-1	7	0	-3	-2	-4	-4
O[C@@H]1C[C@H](c2ccc(Cl)cc2)N(Cc2cccs2)C[C@H]1n1cc(C2CC2)nn1	i	10	4	1	-1	-2	-13	-3	-1
Fc1ccc2cnc(C3=CCCCC3)cc2c1	i	6	3	13	-1	-2	-3	27	-1

Some of these compounds in order of formula weight, lowest first:
SMILES	Neddyl block	PABP1 MLLE inh	MT1-MMP act inh	FAS TE block	Rin1 Abl inh	eLon inh	CendR NRP1 mod	SKN-1 inh	MsrA act
CS(=O)(=O)Nc1cccc2cccnc12	i	-10	6	-2	-2	10	5	26	0
Cc1cccc(NCc2cccc3ccccc23)n1	i	5	2	14	-2	-3	-3	14	-1
O=C(O)CCCn1nc(C(F)(F)F)c2c1CCCCC2	i	3	0	-3	1	1	-11	9	-1
COC(=O)c1ccc(OCC2c3cc(OC)c(OC)cc3CCN2C(=O)c2ccco2)cc1 (centres undefined)	i	-16	-14	16	4	-5	10	10	-2
COc1ccccc1N(CC(=O)N/N=C/c1ccc(C(=O)O)cc1)S(=O)(=O)c1ccc(C)cc1	i	4	4	2	-2	-1	9	4	-3

More records.
SMILES	Neddyl block	PABP1 MLLE inh	MT1-MMP act inh	FAS TE block	Rin1 Abl inh	eLon inh	CendR NRP1 mod	SKN-1 inh	MsrA act
CC(Oc1ccccc1F)C(=O)NNC(=O)c1ccc(F)c(S(=O)(=O)N2CCOCC2)c1 (centres undefined)	i	4	-2	-2	-1	-4	4	-3	-4
O=C(Cc1ccccc1F)Nc1nc(-c2cccs2)cs1	i	15	0	22	-4	0	1	29	-2
CCN(CC)CC(=O)Nc1nc(-c2ccc(Cl)cc2)cs1	i	1	0	2	-2	1	11	0	-6
CC1C(=O)N(Cc2cn(CCC3OCCCO3)nn2)CCS(=O)(=O)N1Cc1ccc(-c2ccc(F)cc2)cc1 (centres undefined)	i	-6	4	2	-1	-11	-8	-9	-3
CCOc1ccccc1C(=O)N1CCCCC1C (centres undefined)	i	-8	1	-7	4	-7	-1	-9	-8
COc1ccc(NC(=O)COC(=O)CCCC2=NS(=O)(=O)c3ccccc3N2)cc1Cl	i	2	5	0	3	4	10	10	-5
Cc1ccnc(NC(=O)c2oc3ccccc3c2C)c1	i	10	-3	10	5	-11	4	9	-2
Cc1cccc(-c2nc(N)nc(N)n2)c1	i	-2	-3	-3	4	6	8	-2	-2
CCCOc1ccc(Cn2ccnc2)cc1[N+](=O)[O-]	i	0	4	-13	4	0	1	0	-2
Cc1noc(C)c1NC(=O)N(C)C[C@H]1Oc2c(NC(=O)C3CCCCC3)cccc2C(=O)N([C@H](C)CO)C[C@@H]1C	i	8	2	-2	0	2	5	-1	-6
O=C(O)c1cccc(N/N=C/c2ccc(F)c(F)c2)c1	i	-1	3	-3	-1	2	3	2	-2
CC1(/[N+]([O-])=C/c2ccccc2F)CCCCC1=O (centres undefined)	i	9	0	-10	-5	1	0	4	-4
Clc1ccccc1-c1nn2c(COc3ccccc3)nnc2s1	i	-1	8	7	-2	-3	-9	12	-1
Cc1cc(OCC(O)CNC(C)c2ccccc2)ccc1C(C)C (centres undefined)	i	-2	2	0	3	-2	-4	16	1
O=C(c1ccccc1)N1CCn2c1nc1ccccc12	i	-5	-1	0	-1	-7	3	-16	-3
